Keap1 Nrf2 FP = Keap1-Nrf2 protein-protein interaction inhibitors, primary screen, biochemical, fluorescence polarization, single point; Kelch-like ECH-associated protein 1 (Homo sapiens), Q14145; Keap1 Kelch-Nrf2 peptide fluorescence polarization, 1536-well; inhibition, % at 9.4 µM; AID 504523, 2011; 340,000 tested, 0.15% active; in the data active means inhibition above about 12%;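 further: human Keap1 Kelch domain with fluorescein labeled Nrf2 9mer peptide probe; 0% = neutral control wells and 100% = peptide positive control; higher means more block of Keap1 binding to Nrf2 peptide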
MOR-DOR inv ag = inverse agonists of MOR-DOR heterodimerization, primary screen, cell-based, luminescence | inhibition, % at 9.3 µM | 340,000 tested, 0.21% active | cell-based MOR-DOR heterodimer luminescence, inverse agonism | AID 504357, 2011 | Mu-type opioid receptor (Homo sapiens) + Delta-type opioid receptor (Homo sapiens), …; in the data active means inhibition above about 22%, passing the limit was not always enough;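 further: 0% = cells with DMSO and 100% = wells without cells with DMSO; values of inactives mirror those of a sister screen read the other way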
Target sequence (P35372 whole entry, looked up): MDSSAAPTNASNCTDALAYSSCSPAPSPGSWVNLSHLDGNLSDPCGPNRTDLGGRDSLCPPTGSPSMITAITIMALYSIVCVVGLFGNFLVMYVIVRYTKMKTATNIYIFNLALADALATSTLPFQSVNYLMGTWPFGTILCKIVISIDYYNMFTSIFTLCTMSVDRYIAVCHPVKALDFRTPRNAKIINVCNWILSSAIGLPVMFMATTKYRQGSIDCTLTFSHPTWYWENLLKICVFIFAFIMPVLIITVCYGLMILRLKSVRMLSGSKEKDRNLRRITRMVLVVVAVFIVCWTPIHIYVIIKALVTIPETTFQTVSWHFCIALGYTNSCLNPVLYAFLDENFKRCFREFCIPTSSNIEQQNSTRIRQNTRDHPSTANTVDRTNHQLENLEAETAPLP
Target sequence (P41143 whole entry, looked up): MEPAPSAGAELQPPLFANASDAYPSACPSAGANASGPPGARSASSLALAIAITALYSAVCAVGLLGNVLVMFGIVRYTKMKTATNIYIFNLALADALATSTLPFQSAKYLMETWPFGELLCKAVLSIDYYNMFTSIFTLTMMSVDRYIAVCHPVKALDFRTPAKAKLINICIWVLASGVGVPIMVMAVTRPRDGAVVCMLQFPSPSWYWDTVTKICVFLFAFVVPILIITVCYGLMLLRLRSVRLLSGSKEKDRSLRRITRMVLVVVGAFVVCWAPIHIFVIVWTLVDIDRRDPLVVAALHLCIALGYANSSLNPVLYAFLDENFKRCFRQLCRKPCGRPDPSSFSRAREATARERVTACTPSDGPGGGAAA
Arrestin-AP2 inh = inhibitors of beta-arrestin/AP2 binding, primary screen, biochemical, GPCR trafficking, flow cytometry | 340,000 tested, 0.31% active | AID 504490, 2011 | inhibition, % at 10 µM | FITC-arrestin peptide / GST-AP2 beads; AP2 beta2 appendage carries R879A mutation;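 active means inhibition above a set limit, near 3 SD of compounds lacking own fluorescence, cut at about 54% in these data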;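 further: plate controls were DMSO wells for no effect and 5 µM unlabelled arrestin peptide for full effect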
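System: GST-AP2 R879A bound to glutathione beads, E. coli-expressed. Also added: 50 nM FITC-arrestin peptide. Schedule: compound with beads 12 min RT, then probe 1 h RT. Signal: bead flow cytometry, FITC channel. Read-out basis: percent response.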
OPRM1-OPRD1 ag = agonists of OPRM1-OPRD1 heterodimerization, primary screen, cell-based, luminescence; cells; activation, % at 9.3 µM; 340,000 tested, 0.3% active; Mu-type opioid receptor (Homo sapiens) + Delta-type opioid receptor (Homo sapiens), …; in the data active means activation above about 18%;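 further: 0% = vehicle-treated cells and 100% = reference agonist; values of inactives mirror those of a sister screen read the other way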
DSG3 Ab inh = inhibitors of pemphigus antibody binding to DSG3, primary screen, biochemical, bead-based, flow cytometry, scFv-GFP; AID 588358, 2011; 310,000 tested, 0.48% active; Desmoglein-3 (Homo sapiens), P32926; binding (percent of control), % at 10 µM; DSG3-coupled beads, scFv-anti-DSG3-GFP binding; active compounds read low;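 active means binding more than 3 SD below its plate's average and above zero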;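 further: hits lower antibody fragment binding to DSG3; some compounds called inactive have numbers as strong as hits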
V-ATPase pH = regulators of yeast V-ATPase proton pumping, primary screen, pHLuorin cytosolic pH fluorescence | 350,000 tested, 0.37% active | response, % at 10 µM | S. cerevisiae | AID 504577, 2011; in the data active means response mostly above about 7.3%, no sharp cut-off; inactive means mostly below about 5.4%; further: actives read high; inactives centre near 0; some compounds called inactive have numbers as strong as hits; reference of the scale not given here
C-LANA FP = inhibitors of KSHV C-LANA binding to DNA, primary screen, biochemical, fluorescence polarization, FAM-LBS DNA, MBP-C-LANA, single point | Kaposi's sarcoma herpesvirus LANA C-terminal domain (residues 932-1162) DNA binding | inhibition, % at 9 µM | 340,000 tested, 0.078% active;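 active means highest replicate inhibition at or above 60% at 9 µM, even if other replicates fall short; inactive means all replicates below 60% inhibition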;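 further: 0% = neutral control wells and 100% = 4 µM acridine orange control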
Wnt act = Wnt/beta-catenin pathway activators, primary screen, cell-based, plate reader, single point; Wnt/beta-catenin reporter cell assay, activator; activation, % at 9.35 µM; 300,000 tested, 1.2% active; AID 743398, 2014; in the data active means activation above about 30%, passing the limit was not always enough;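 further: 0% = neutral control wells and 100% = positive control wells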
RTF Ca sens act = cardiac RTF calcium sensitivity activators, primary screen, biochemical, IANBD-TnC fluorescence, EC20 calcium; Troponin I, cardiac muscle (Homo sapiens) + Troponin T, cardiac muscle (Homo sapiens) + …; IANBD-labeled TnC RTF fluorescence at EC20 calcium; 0% EC20 calcium, 100% full calcium; activation, % at 7.2 µM; 340,000 tested, 0.24% active; AID 493008, 2010;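 active means activation above the mean over all tested compounds plus 3 SD, cut at about 30% in these data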;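 further: rise in fluorescence read as greater calcium sensitivity of cardiac thin filaments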
RTF Ca sens inh = cardiac RTF calcium sensitivity inhibitors, primary screen, biochemical, IANBD-TnC fluorescence, EC70 calcium. Troponin I, cardiac muscle (Homo sapiens) + Troponin T, cardiac muscle (Homo sapiens) + …. IANBD-labeled cardiac RTF, Ca2+ fluorescence. inhibition, % at 7.15 µM. 340,000 tested, 0.12% active;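 active means inhibition above the mean inhibition of all tested compounds plus 3 SD, cut at about 17% in these data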;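 further: assay run at fixed EC70 calcium of 1.6 mM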
Numbers without * were called inactive; x = no result given. No enrichment for hits; about 3.1% have a hit in one of these screens.

SMILES	Keap1 Nrf2 FP	MOR-DOR inv ag	Arrestin-AP2 inh	OPRM1-OPRD1 ag	DSG3 Ab inh	V-ATPase pH	C-LANA FP	Wnt act	RTF Ca sens act	RTF Ca sens inh
CN(C(=O)Cn1nnc(-c2cccc(C(F)(F)F)c2)n1)C1CCCCC1	-4	16	-4	-3.3	108	1	-0.5	x	9	10
O=c1c2[nH]c3ccccc3c2ncn1Cc1ccccn1	0	12	3	-2.1	98	2	0.4	-7	-2	-2
N#Cc1cccn1-c1nccc(-c2cccs2)n1	-3	-4	5	0.8	101	-1	-1.8	6	-2	-10
Cc1ccc(NC(=O)C2COc3ccccc3O2)cc1 (centres undefined)	-5	7	-1	-1.5	116	0	-1.1	16	1	1
COc1ccc(OC)c(C(=O)c2ccccc2)c1	-1	12	-9	-2.0	102	-1	-0.4	-1	-4	1
Cn1c(C(=O)N/N=C/c2ccccc2)cc2ccccc21	-2	10	-1	-1.8	110	1	-3.0	-4	-4	8
COc1cccc(NC(=O)CSc2nnc(-c3ccc(C)cc3)o2)c1	0	-10	3	2.0	93	-2	-0.1	20	9	-3
CSC1=C(C#N)C2(CCCCC2)C(C(=O)Nc2ccccc2)=C(C)N1	-1	-4	-7	0.7	99	0	-0.5	-1	-4	0
CCN(CC(=O)Nc1c(F)cccc1F)C(=O)c1ccc(S(=O)(=O)N2CCCC2)cc1	-1	16	-2	-2.5	98	3	0.5	-3	1	-5
O=c1[nH]c2ccc(Br)cc2c(-c2ccccc2)c1CN1CCOCC1	-9	-16	-5	2.9	100	3	-1.9	-6	-4	-5
Cc1ccccc1C(=O)c1cccn1CC(=O)N1CCCCC1	1	11	-26	-2.2	106	1	0.6	-1	-1	-2
CCc1nnc(NC(=O)c2oc3ccc(Br)cc3c2C)s1	-2	6	13	-1.1	95	0	0.0	9	-4	6
CCC(C)c1ccc(NC(=O)c2cccs2)cc1 (centres undefined)	3	-12	-1	2.0	96	-2	0.7	x	-1	-2
Cc1ccc(NC(=O)COC(=O)c2ccc(OCc3c(C)noc3C)cc2)cc1S(=O)(=O)N1CCOCC1	-1	14	15	-2.7	98	2	-0.2	x	0	-4
O=C(CCCl)N(Cc1nc2ccccc2c(=O)[nH]1)Cc1cccs1	-2	18	-25	-4.0	x	-1	-0.1	0	-3	-4
CC1=CCP(=O)(c2ccccc2)C1 (centres undefined)	-2	8	5	-1.3	105	-5	-0.5	x	-1	4
COC(=O)c1ccc(NC(=O)Cn2nc(C(=O)Nc3ccc(C)cc3)ccc2=O)cc1	-4	-10	-14	2.0	104	-5	-0.6	0	2	-2
CNc1snc(C)c1C(=O)OCC(=O)c1ccc(Cl)cc1	-9	-5	0	1.3	x	-2	-0.9	-5	-3	-10
COc1ccc(CN2CC(C(=O)NCCC(C)C)CC2=O)cc1 (centres undefined)	-2	12	3	-2.3	105	1	-1.7	-2	-1	9
Cc1nc(S(=O)(=O)Cc2ccccc2Cl)nc2c1CCC2	-5	3	7	-0.5	102	2	-0.2	-2	8	-8

Entries listed so far with four or more nitrogen atoms:
SMILES	Keap1 Nrf2 FP	MOR-DOR inv ag	Arrestin-AP2 inh	OPRM1-OPRD1 ag	DSG3 Ab inh	V-ATPase pH	C-LANA FP	Wnt act	RTF Ca sens act	RTF Ca sens inh
CN(C(=O)Cn1nnc(-c2cccc(C(F)(F)F)c2)n1)C1CCCCC1	-4	16	-4	-3.3	108	1	-0.5	x	9	10
O=c1c2[nH]c3ccccc3c2ncn1Cc1ccccn1	0	12	3	-2.1	98	2	0.4	-7	-2	-2
N#Cc1cccn1-c1nccc(-c2cccs2)n1	-3	-4	5	0.8	101	-1	-1.8	6	-2	-10
COC(=O)c1ccc(NC(=O)Cn2nc(C(=O)Nc3ccc(C)cc3)ccc2=O)cc1	-4	-10	-14	2.0	104	-5	-0.6	0	2	-2

Carrying on.
SMILES	Keap1 Nrf2 FP	MOR-DOR inv ag	Arrestin-AP2 inh	OPRM1-OPRD1 ag	DSG3 Ab inh	V-ATPase pH	C-LANA FP	Wnt act	RTF Ca sens act	RTF Ca sens inh
O=C(O)CCn1cc(/C=C2\NC(=S)N(c3ccccc3)C2=O)c(-c2ccc(Br)cc2)n1	-2	16	15	-3.2	95	-1	1.9	-1	5	1
COc1cc(C(=S)N2CCCC2)ccc1OS(=O)(=O)c1ccc(NC(C)=O)cc1	2	-12	12	1.7	99	1	-0.2	0	-5	8
C/C(CC(=O)Nc1cc(C)ccn1)=N\NC(=O)c1ccncc1	-5	-11	3	1.7	x	-1	-0.2	-4	-2	-14
COc1cccc(C2=CC(c3cccc(OC)c3OC(F)F)n3nnnc3N2)c1 (centres undefined)	0	5	7	-0.8	x	1	0.5	0	7	3
Cc1cc2c3c(c1)C(C)CC(C)(C)N3C(=O)C2=O (centres undefined)	0	5	-3	-1.1	116	0	2.6	-3	1	-12
CCn1c(C(C)NC(=O)Cc2ccccc2)nc2ccccc21 (centres undefined)	2	-2	-4	0.5	105	2	-0.7	-7	9	2
Cc1ccc(C(C(=O)NCc2ccccc2)N(Cc2ccco2)C(=O)c2snc(C(N)=O)c2N)o1 (centres undefined)	-6	-5	8	1.0	116	2	1.2	3	6	-4
Cc1ccc(S(=O)(=O)N(C)CC(=O)Nc2ccccc2)cc1	-2	12	-4	-2.3	96	-4	-0.1	-2	3	-8
COc1ccc(OC)c(NC(=O)C(Sc2ccccc2)c2ccccc2)c1 (centres undefined)	7	-12	39	2.4	104	-4	2.4	x	3	0
Cc1ccc(NCc2nnc(SCC(=O)N3c4ccccc4Sc4ccccc43)o2)c(C)c1	2	-4	22	0.8	99	-2	-0.1	-2	2	10
CC(=O)N(C)c1ccc(NC(=O)c2cnn(C)c2)cc1	1	14	29	-2.5	102	-2	1.8	2	0	4
O=C(CN1C(=O)c2ccc([N+](=O)[O-])cc2C1=O)NCC1CCCO1 (centres undefined)	x	13	1	-2.4	101	0	x	0	6	-5
CCN(CC(=O)Nc1ccc2c(c1)OCCO2)S(=O)(=O)c1ccccc1	2	6	-1	-1.5	108	-1	1.4	-2	0	1
CCOC(=O)c1c(C)n(C)c2cc(OCCN(CC)CC)ccc12	-2	-7	12	1.1	101	-2	0.1	x	6	2
COC(=O)c1ccc(CSC2=NC[C@@H]3[C@@H]4C(=O)N(Cc5ccccc5)C(=O)[C@@H]4[C@](Cc4ccccc4)(C(=O)OC)N23)cc1	6	3	-4	-0.6	104	-1	2.2	-4	-1	-9
COc1cccc(NC(=O)C(Sc2nnc3ccccn23)c2ccccc2)c1 (centres undefined)	0	20	-11	-3.3	101	1	-1.2	3	-1	5
Cc1nn(C(C)CC(=O)O)c(C)c1Br (centres undefined)	2	15	3	-2.6	102	6	-1.1	0	4	-3
OC(COc1ccc(Cl)cc1)CN1C2=NCCCN2c2ccccc21 (centres undefined)	3	-12	5	3.0	103	3	-0.2	x	0	-2
Cc1ccc(-n2nc3c(c2NC(=O)/C=C\c2ccc4c(c2)OCO4)CSC3)cc1	-8	20	1	-3.9	87	-1	-0.2	-3	-3	-1
O=C(CN1C(=O)NC2(CCCCC2)C1=O)Nc1cccc(Cl)c1Cl	-2	15	-1	-3.8	100	-7	0.5	1	2	-3
CCc1cc2cc(C)ccc2nc1SCC(=O)NNC(=O)c1ccco1	-3	2	-8	-0.4	116	0	0.1	-2	2	-16
CCN(CC)CCNC1=NCCn2c1cc1cc(OC)ccc12	-6	19	9	-3.7	109	-1	-6.9	-11	-2	-11
CCOC(=O)c1c(C)[nH]c(C(=O)Cn2nnc(-c3ccccc3)n2)c1C	2	-75	12	12	x	0	1.5	-5	-4	-9
COc1cc(NC(=O)c2ccccc2OCc2ccccc2)cc(OC)c1OC	0	-5	47	1.1	108	-1	0.1	0	-6	6
COc1ccc(CNC(=O)CCS(=O)(=O)c2ccc3c(c2)NC(=O)C(C)S3)cc1 (centres undefined)	3	5	19	-1.0	121	1	1.4	-1	-7	-9
Cc1cc(C)c(S(=O)(=O)c2cc(F)ccc2C)c(Cl)n1	-5	6	10	-1.4	111	1	-0.4	10	-1	2
COc1ccc2[nH]cc(C(O)CN3CCN(c4ccccc4F)CC3)c2c1 (centres undefined)	-7	13	-5	-2.5	100	4	0.1	8	-3	-2
CCn1cc(C(=O)NCCCO)c(=O)c2cc(F)c(N3CCN(C)CC3)cc21	-1	7	9	-1.4	103	1	0.6	1	5	-3
COP1(=O)C=C[C@H](N(Cc2ccccc2)S(=O)(=O)c2ccccc2[N+](=O)[O-])[C@@H](C)O1 (some centres undefined)	-4	-3	7	0.5	101	1	-0.8	-2	2	-8
Cc1ccc(S(=O)(=O)N2CCOCC2)cc1C(=O)OCC(=O)N1CCc2ccccc2C1	-7	-34	-8	5.7	106	-1	0.6	x	14	7
CCc1cc2c(=O)[nH]c(N3CCCC3)nc2s1	-4	0	28	0.1	80	2	-0.2	22	-7	-13
O=C(c1cccs1)N(CCN1CCCCC1)CC1CCCN(C2CCCC2)C1 (centres undefined)	-2	4	-3	-0.7	x	2	2.3	6	-6	-5
CC1(C(=O)NNC(=O)c2ccc([N+](=O)[O-])cc2)CC1(Br)Br (centres undefined)	7	-6	2	1.2	x	-4	0.2	-2	-1	-2
O=C(NC(=S)Nc1cccc2cccnc12)c1ccccc1	-1	-11	-6	2.0	99	2	0.3	x	2	-4
Cc1ccc2c(c1)N(Cc1cccc(Cl)c1)C(=O)c1cccnc1O2	-2	0	-4	0.1	91	-4	-0.5	28	2	3
CCS(=O)(=O)c1nc2ccccc2n1Cc1ccccc1Cl	5	-15	23	2.6	105	0	-2.9	-2	-2	-1
COc1ccc(CCNS(=O)(=O)c2cccc([N+](=O)[O-])c2)cc1OC	-3	-5	34	1.0	106	1	-0.5	0	-2	-4
CCc1cccc(C)c1NC(=S)N1CCCC1C(=O)O (centres undefined)	-5	-5	-3	0.7	85	-2	-0.9	0	0	2
COC(=O)c1c(NC(=O)C2CC=CCC2C(=O)O)sc2c1CCCCC2 (centres undefined)	-2	6	-8	-0.9	98	-1	1.7	-1	-2	1
NS(=O)(=O)c1ccc(CCNC(=O)c2ccncc2)cc1	2	-20	4	3.3	x	6	-0.2	-1	3	2
CC1=NOC(=O)/C1=C/c1ccc2c(c1)OCO2	-2	-8	-2	1.5	98	11*	0.3	0	3	-9

Assay outcomes (PubChem)
